ELG1 repair inh – qHTS screen for small molecules that inhibit ELG1-dependent DNA repair in human embryonic kidney (HEK293T) cells expressing luciferase-tagged ELG1 | HEK293T ELG1-luciferase reporter, luminescence, 16 h; DNA damage induced by 5-fluorouridine | Potency, µM (top dose mostly 46.1 µM), for the others: at the top dose activity change, negative = inhibition, most hits filed as inhibitors | actives 2.3% (n = 330,000) | AID 504467, 2011; note: potency is the fitted concentration of half-maximal effect; % is set by controls: 0 for no effect and ±100 for the full control effect; nearly all actives have a fitted effect of over 55% in size
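Luminescence from the luciferase reporter, measured 30 min after ONE-Glo reagent at room temperature, was the read-out. Beforehand, 2,000 cells per well were exposed for 16 hr at 37 °C to 5-fluorouridine together with compound or vehicle.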
TCR activator – Activators of T cell receptors: qHTS campaign; 330,000 tested, under 10 active; Potency, µM (titrated, usually from 9.22 µM), for inactives: at the highest dose activation of IL-2 secretion, most hits filed as activators; primary human leukocytes, anti-CD3, IL-2 HTRF, 48 h; note: % of control where 0% means no effect
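Compounds are tested in HTS on primary human leukocytes co-incubated with a-CD3 beads for 48 hr. IL-2 output is measured by time-resolved FRET.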
Mito fusion yeast – qHTS Assay for Small Molecule Inhibitors of Mitochondrial Division or Activators of Mitochondrial Fusion. S. cerevisiae fusion-defective mutant growth rescue, CellTiterGlo 48 h. Potency, µM (series often up to 46.1 µM), inactives show at the top dose growth rescue (activation), hits mostly activators. actives 0.23% (n = 320,000);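 note: potency is the fitted concentration of half-maximal effect; % of control where 0% means no effect; nearly all actives have a fitted effect of over 45% in size; temperature-sensitive fusion mutants such as fzo1-1 at 37 °C on non-fermentable ethanol glycerol medium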
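Luminescent cell viability in 1536-well qHTS format served as the measure of rescued growth in ts fusion-mutant S. cerevisiae cultured on non-fermentable YPEG for 48 hours at 37C.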
USP2a block – qHTS Assay for Inhibitors of Ubiquitin-specific Protease USP2a Using CHOP2 as the Reporter; actives 0.01% (n = 330,000); Ubiquitin carboxyl-terminal hydrolase 2 (Homo sapiens), O75604; Potency, µM (series often up to 38.3 µM), without a hit: at the top dose activity change, negative = inhibition, most hits filed as inhibitors; AID 463254, 2010; USP2 core, Ub-CHOP2 coupled fluorogenic reporter, 485/531;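 note: potency is the fitted concentration of half-maximal effect; plate controls were DMSO wells for no effect and full inhibition by NEM control for full effect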
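Deubiquitinase activity read as fluorescence (485/531 nm) after Ub-CHOP2 cleavage activates the enterokinase reporter on its substrate; USP2 core 10nM, Ub-CHOP2 and substrate 25nM each, 30min compound preincubation then 60min RT; data normalized to NEM, curves fitted.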
Eya2 phos inh – qHTS Assay for Inhibitors of the Phosphatase Activity of Eya2; Protein phosphatase EYA2 (Homo sapiens), O00167; recombinant Eya2, OMFP fluorescence dephosphorylation (OMFP is methylfluorescein phosphate); Potency, µM (top dose mostly 76.9 µM), for inactives: at the highest dose activity, negative = inhibition, hits mostly inhibitors; actives 0.006% (n = 330,000); AID 488837, 2010; note: potency is the fitted concentration of half-maximal effect; % is set by controls: 0 for no effect and ±100 for the full control effect
Target sequence (O00167 whole entry, looked up): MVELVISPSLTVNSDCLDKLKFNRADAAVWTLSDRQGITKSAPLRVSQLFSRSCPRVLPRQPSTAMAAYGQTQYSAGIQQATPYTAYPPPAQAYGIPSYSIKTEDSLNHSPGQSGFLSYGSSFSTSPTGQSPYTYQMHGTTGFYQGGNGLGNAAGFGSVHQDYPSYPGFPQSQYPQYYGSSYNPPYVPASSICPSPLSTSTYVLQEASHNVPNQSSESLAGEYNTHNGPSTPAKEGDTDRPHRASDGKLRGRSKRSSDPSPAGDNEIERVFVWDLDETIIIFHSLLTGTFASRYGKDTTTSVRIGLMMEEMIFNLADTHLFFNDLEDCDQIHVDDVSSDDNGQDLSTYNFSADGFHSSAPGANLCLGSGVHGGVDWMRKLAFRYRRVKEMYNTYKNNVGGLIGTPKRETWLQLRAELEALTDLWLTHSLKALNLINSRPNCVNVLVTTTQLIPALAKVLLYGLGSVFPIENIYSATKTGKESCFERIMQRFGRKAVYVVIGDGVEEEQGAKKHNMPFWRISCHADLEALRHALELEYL
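Eya2 protein (added as 0.2 uM solution) was preincubated with compound for 10 min at ambient temperature in 50 mM HEPES pH 7.5, 50 mM NaCl, 5 uM MgCl2, 0.05% BSA, 1 mM DTT. OMFP (added at 50 uM) then reacted 10 min; fluorescence read at 485/525 nm.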
KCNH2 3.1 inh – qHTS for Inhibitors of KCHN2 3.1: Mutant qHTS. AID 720553, 2013. actives 0.95% (n = 340,000). activity change, % (tested at about 1.8 µM). Potassium voltage-gated channel subfamily H member 2, brain isoform KCNH2 3.1 (human). U2OS KCNH2 3.1, thallium flux FluxOr; stronger effect = lower value;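 active = maximum activity change below -70%; inconclusive = maximum activity change from -70% to -50%; inactive = maximum activity change above -50%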;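 note: thallium influx rate constant from kinetic fluorescence after stimulation buffer; % is set by controls: 0 for no effect and ±100 for the full control effect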
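Normalized rate constant (relative to positive and negative DMSO controls) derived from a 2 min kinetic fluorescence read after stimulation; U2OS cells expressing the 3.1 isoform via virus at 1.77 x 10^8 /mL.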
AT treatment – qHTS Assay for Identifying a Potential Treatment of Ataxia-Telangiectasia. […] A-T fibroblasts, KAP-1 phosphorylation AlphaLISA; neocarzinostatin DNA damage 30 min before lysis. Potency, µM (highest dose often 57.5 µM), without a hit: top-dose activation, actives largely listed as activators. actives 0.19% (n = 320,000). AID 485349, 2010; note: potency is the fitted concentration of half-maximal effect; % of control where 0% means no effect; nearly all actives have a fitted effect of over 45% in size
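ATM-like activity read as KAP-1 phosphorylation via AlphaLISA donor/acceptor antibody pairs after lysis and 6 hr at 25C. Cells were ATM-null patient fibroblasts ([…], hTERT), dosed 60 min, then exposed to the DSB inducer NCS for 30 min.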
hERG WT inh – qHTS for Inhibitors of KCHN2 3.1: Wildtype qHTS; U2OS, BacMam KCNH2, thallium flux FluxOr; stronger effect = lower value; actives 0.37% (n = 340,000); activity change, % at 1.84 µM;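 active = maximum activity change below -70%; inconclusive = maximum activity change between -70% and -50%; inactive = maximum activity change above -50%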; note: % is set by controls: 0 for no effect and ±100 for the full control effect
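U2OS cells transduced with wild-type KCNH2 virus are loaded with FluxOr dye for 45 min, and thallium flux is measured in kinetic reads before and after stimulation buffer. Rate constants are normalized to DMSO controls.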
TSHR antagonist – Antagonists of the Thyroid Stimulating Hormone Receptor: HTS campaign; AID 504810, 2011; activity change, negative = inhibition, % at 11.5 µM; Thyrotropin receptor (Homo sapiens), P16473; TSHR-expressing cells, TSH-stimulated cAMP HTRF, 2 h; stronger effect = lower value; actives 0.2% (n = 330,000);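 active = activity change below a set negative limit, meaning inhibition stronger than a set level, cut at about -70% in these data; inconclusive = activity change between two set negative limits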; note: % is set by controls: 0 for no effect and ±100 for the full control effect
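Inhibition of cAMP made by TSHR-expressing cells under TSH stimulation (4nM final, EC80; 2 h, 37 deg C) is quantified with a one-step lysis HTRF kit, anti-cAMP cryptate versus cAMP-d2.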
TRPV1 agonist – HTS Assay for Compounds that Act as Agonists of the Vanilloid Receptor 1; activation, % at 8.33 µM; AID 540275, 2011; Transient receptor potential cation channel subfamily V member 1 (Homo sapiens), Q8NER1; TRPV1-expressing cells, Fluo-8 calcium influx, agonist mode; actives 0.19% (n = 320,000); in the data active = activation above about 80%; inconclusive = between about 30% and that limit; note: 0% is about no effect
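TRPV1-expressing cells were cultured overnight at 35.5C and loaded with Fluo-8 calcium dye for 40 to 90 min at room temperature. After a 10 s baseline, compound was added and calcium influx was read kinetically for 3 min (ex 480/em 520 nm).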
* = called active by the depositor; u = inconclusive; x = no result given; [ ] = another dose, or the depositor's remark. Unless noted, calls come from the whole dose curve; as a rule, active = well fitted curve in the direction sought with a large enough effect; inconclusive = small, poorly fitted or top-dose-only effect, or another doubt; inactive = no such curve, though single readings can be large; an effect the other way counts as inactive or inconclusive. This is a subset (hit frequency here may not be typical).

item	smiles	ELG1 repair inh	TCR activator	Mito fusion yeast	USP2a block	Eya2 phos inh	KCNH2 3.1 inh	AT treatment	hERG WT inh	TSHR antagonist	TRPV1 agonist
1	CSc1ccccc1C(=O)NC1CCCCC1	-2%	1%	1%	1%	-38%	-16	5%	-9	-3	0
2	COc1ccc(NC(=O)C(CCSC)NC(N)=O)cc1Cl (stereo not drawn)	0%	-6%	-10%	2%	-9%	-3	1%	-4	-9	4
3	CCCCc1ccc(N2C(=O)[C@@H]3C(CC(N)=O)NC4(C(=O)Nc5ccc(F)cc54)[C@@H]3C2=O)cc1 (stereo partly drawn)	0%	-5%	1%	2%	9%	-3	x	-12	-3	3
4	COc1cc(C2NC(C(=O)O)CS2)ccc1OCc1ccccc1C#N (stereo not drawn)	29%	x	1%	-4%	-13%	x	4%	x	13	5
5	CCOC(=O)CC1=C(C(=O)OCC)C(c2ccc(OC)cc2OC)C(C#N)=C(N)O1 (stereo not drawn)	27%	1%	1%	0%	5%	-5	5%	1	0	-1
6	FC(F)(F)c1cccc(CON=C2CCN(c3ncc(C(F)(F)F)cc3Cl)CC2)c1	-1%	3%	-1%	1%	-17%	-3	-3%	-1	6	2
7	Cc1csc(CN(C)C(=O)CC2C(=O)NCCN2Cc2ccc(F)cc2Cl)n1 (stereo not drawn)	-1%	-7%	0%	3%	8%	4	-1%	-14	9	0
8	O=S(=O)(NCc1cccnc1)c1cc(Cl)ccc1Cl	5%	0%	3%	-1%	18%	-4	-2%	8	-7	-4

A different layout for some results above.
The line under a structure holds: ELG1 repair inh	TCR activator	Mito fusion yeast	USP2a block	Eya2 phos inh	KCNH2 3.1 inh	AT treatment	hERG WT inh	TSHR antagonist	TRPV1 agonist
1) CSc1ccccc1C(=O)NC1CCCCC1
 : -2%	1%	1%	1%	-38%	-16	5%	-9	-3	0
2) COc1ccc(NC(=O)C(CCSC)NC(N)=O)cc1Cl (stereo not drawn)
 : 0%	-6%	-10%	2%	-9%	-3	1%	-4	-9	4

More compounds follow:
item	smiles	ELG1 repair inh	TCR activator	Mito fusion yeast	USP2a block	Eya2 phos inh	KCNH2 3.1 inh	AT treatment	hERG WT inh	TSHR antagonist	TRPV1 agonist
9	CN(Cc1ccccc1)C(=O)CN1CCN(C(c2ccccc2)c2ccccc2)CC1	u	-11%	14%	2%	1%	u	8%	14	-16	10
10	NC(=O)C1(N2CCCCC2)CCN(Cc2ccccc2Cl)CC1	-6%	9%	2%	-1%	3%	-7	10%	3	2	-7
11	Cc1nc(Nc2cccc(C(C)O)c2)c2nnn(Cc3ccccc3F)c2n1 (stereo not drawn)	u	-2%	13%	2%	-13%	-22	-2%	-1	-1	5
12	CC(=O)N1CCC(=NNC(=O)c2cccs2)CC1	u	-2%[46.1 µM]	-1%	0%	-5%	-15	3%	-17	-4	8
13	CC(C)(C)OC(=O)CN1C(=O)S/C(=C\c2ccc(-c3cccc(C(=O)O)c3)o2)C1=O	u	x	0%	-1%	-10%	x	0%	x	-32	1
14	Cn1nccc1C(=O)N1CCN(c2cccc(Cl)c2)CC1	-10%	-19%	-1%	2%	17%	-9	7%	-8	16	u
15	Cc1sc2c(c1C)CN(C1CC(C)(C)NC(C)(C)C1)CN2C(=O)c1ccco1	16%	x	0%	4%	6%	x	2%	x	1	5
16	Cc1cccc(OCCC(=O)NNC(=O)Cn2nc(C)cc2C)c1	u	8%	x	-6%	-17%	3	6%	-21	0	x
17	Cc1ccc(S(=O)(=O)NN2C(=O)c3ccccc3NC2c2ccccc2)cc1 (stereo not drawn)	1%	4%	4%	0%	-3%	2	10%	2	0	1
18	Cc1ccc(CCNC(=O)CCNS(=O)(=O)c2ccc3c(c2)c(=O)n(C)c(=O)n3C)cc1	-11%	x	2%	6%	0%	23	13%	-5	12	-2
19	COc1cc2c(cc1OC)C(c1cc(OC)c(OC)cc1[N+](=O)[O-])N(C(C)=O)CC2 (stereo not drawn)	15%	-2%	-5%	2%	9%	-2	x	-1	-3	1
20	CN(C)c1ccc(C(=O)OCc2cc(=O)n3ccsc3n2)cc1	u	-7%	x	1%	6%	-3	18%	0	-17	x
21	COc1ccc(/C=N/NC(=O)c2c(C)nc3ccc(Cl)cn23)cc1OC	-20%	0%	-4%	1%	-2%	9	4%	-7	-13	1
22	O=C1/C(=C/c2cccnc2)SC(=S)N1Nc1ccccc1	u	2%	5%	2%	3%	16	-1%	4	-7	2
23	COc1ccccc1/C=N/NC(=O)CC(=O)NCc1cccnc1	15%	8%[46.1 µM]	-26%	1%	-17%	6	-3%	-1	10	0
24	Cc1cccc(OCC(=O)NS(=O)(=O)c2ccc(Br)cc2)c1	-3%	9%	1%	0%	-14%	8	13%	18	-1	2
25	COC(=O)c1cccc(C23CC4(C2)[C@H](CN(CC2CCCCC2)[C@@H]4c2ccccc2)C3c2ccccc2)c1 (stereo partly drawn)	-2%	10%	-16%	0%	8%	-4	-19%	2	0	2
26	O=C(O)CC(c1ccc(Cl)cc1)N1C(=O)CCC1=O (stereo not drawn)	11%	2%	0%	-1%	-5%	1	-1%	-3	-2	2
27	Nc1cc(=O)[nH]c(SCC(=O)Nc2ccc(N3CCCCC3)cc2)n1	12%	1%	x	-1%	6%	-10	7%	2	-6	x
28	C=CCOc1ccc(CNc2nn[nH]n2)cc1OC	1%	-11%	6%	2%	-24%	-2	7%	-12	-6	-1
29	O=C(Nn1cnnc1)c1ccccc1CCc1ccccc1	11%	3%	-2%	0%	-10%	-4	2%	-4	3	4
30	COc1ccc([C@H]2CC(=O)C=C(c3c(C)cc(C)cc3C)C2)cc1	-26%	-10%	-1%	-1%	-4%	-4	7%	-14	-19	-7
31	CCOC(=O)Cc1csc(NC(=O)CSc2nc3sc(C(=O)O)c(C)c3c(=O)[nH]2)n1	3%	x	0%	3%	13%	-2	0%	-1	8	2
32	Cc1cc(=O)[nH]c(SCCOc2ccc3c(c2)CCC3)n1	x	1%	0%	x	x	-11	x	-27	x	u
33	O=C1/C(=N/n2cnnc2)c2ccccc2N1Cc1ccccc1	8%	x	4%	2%	4%	x	-8%	x	-1	7
34	O=C(NCc1cccnc1)Nc1ccccc1	8%	-6%	10%	1%	-6%	7	-3%	-5	10	-2
35	O=C(C[C@H]1C/C=C\CC[C@H](Cc2ccc(F)cc2)C(=O)O[C@@H](c2ccccc2)CNC1=O)N[C@@H](CO)Cc1ccccc1	9.2µM*	-6%	x	2%	-1%	1	-7%	-5	-10	x
36	O=c1n(S(=O)(=O)c2cccc3cccnc23)c2ccccc2n1S(=O)(=O)c1cccc2cccnc12	0%	3%	6%	1%	1%	12	-7%	1	8	2
37	CC1CCCC(C)N1C(=O)COC(=O)C1CCN(S(=O)(=O)c2c(Cl)cccc2Cl)CC1 (stereo not drawn)	-4%	3%	16%	-1%	-9%	13	0%	2	0	0
38	CCCc1nc(SCC(=O)Nc2ccc(S(=O)(=O)N(C)C)cc2)c2ccccc2n1	18%	1%[46.1 µM]	3%	0%	2%	-16	-1%	3	20	-5
39	CCN(CC)CCN1C(=O)c2ccccc2NC1c1cccc(F)c1 (stereo not drawn)	5%	0%	-3%	-2%	-4%	-35	9%	36	1	-1
40	Cc1ccc(C)c(NC(=O)CN(C)C(=O)c2ccc3[nH]c4c(c3c2)CC(C)CC4)c1 (stereo not drawn)	-11%	-7%	u	-7%	-6%	-12	-16%	7	21	3
41	COc1ccc(NC(=O)N(C)C[C@H]2Oc3ccc(NC(=O)Cc4ccccc4)cc3CC(=O)N([C@H](C)CO)C[C@H]2C)cc1	23%	5%	x	0%	-1%	x	0%	x	-8	x

Assay outcomes from PubChem BioAssay.
